# High-throughput results (PubChem BioAssay)
# Caspase-1 inhib: blocks human caspase-1 allosterically or competitively; P29466; Caspase-1 enzyme, Ac-WEHD-AFC fluorogenic rate; Potency, µM (top dose mostly 57.5 µM), for the others: at the top dose activity change, negative = inhibition, hits mostly inhibitors; actives 0.03% (n = 75,000);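 note: potency is the fitted concentration of half-maximal effect; plate controls were vehicle for no effect and no substrate for full effect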
# Casp7 inh: caspase-7 (human) inhibition, allosteric or competitive; actives 0.02% (n = 75,000); recombinant caspase-7, Ac-DEVD-AFC fluorescence rate; P55210; Potency, µM (series often up to 57.5 µM), for inactives: at the top dose activity change, negative = inhibition, usual class: inhibitors; active = well fitted inhibition curve with a large enough effect in the main read-out, with a control signal flat, not every such curve was filed as active; inconclusive = small, poorly fitted or top-dose-only effect, or a change in a side signal; note: potency is the fitted concentration of half-maximal effect; % of control where 0% means no effect
# UbGFP stabilizer: ubiquitin-GFP accumulation via proteasome inhibition | Potency, µM (top dose mostly 45.9 µM), without a hit: at the top dose activation (GFP accumulation), actives largely listed as activators | Ubiquitin-GFP reporter cells, proteasome inhibition, GFP fluorescence; response scale: untreated = 0%, 10 µM MG-132 = 100% | 67,000 tested, under 10 active | AID 526; active = well fitted activation curve with a large enough effect, not every such curve was filed as active; inconclusive = small, poorly fitted or top-dose-only effect, or another doubt; inactive = no such curve, though single readings can be large or run the other way; note: potency is the fitted concentration of half-maximal effect
#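 Reporter cells (U2OS, ubiquitin-G76V-GFP fusion) are plated overnight, then treated 4 hr at 37 °C with compound titrations from 46 uM down to 2.9 nM. Activity is scaled against untreated cells and 10 uM MG-132.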
# A350 fluor: A350 region autofluorescence | Compound autofluorescence, 340/450 nm, Alexa 350 dye-equivalents; active compounds read high | max dye-equivalent concentration, M | actives 11% (n = 59,000); in the data active = max dye-equivalent concentration above about 10 nM; inconclusive = mostly about 1.1 nM to 9.6 nM
# Epigenetic mod: epigenetic GFP locus derepression in mouse cells; mouse C127i GFP locus derepression, cytometry, 30 h; Potency, µM (top dose mostly 46.1 µM), for the others: at the highest dose GFP derepression (activation); actives 0.09% (n = 68,000); AID 597; note: % of control where 0% means no effect
#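 Read-out is the number of GFP-positive cells, scored as fluorescent objects 20 to 120 um wide, reflecting derepression of a silenced CMV-GFP reporter in murine C127i cells after 30 h compound exposure at 37 C.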
# Fluorescein autfl: compound fluoresces in the fluorescein spectral region | Compound autofluorescence, 480/540 nm, fluorescein-equivalent; active compounds read high | max fluorescein-equivalent concentration, M | actives 0.91% (n = 59,000); in the data active = max fluorescein-equivalent concentration above about 10 nM; inconclusive = between about 1.1 nM and that limit
#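 Normalized response (dye-equivalent concentration) derives from comparing each well's 540 nm emission, under 480 nm excitation, with plate-resident fluorescein standards. Compounds were held in 100 mM Tris, pH 8.0, for 15 min at room temperature.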
# BRCT PPI red: BRCT-phosphoprotein interaction inhibition (red fluorophore); BRCT-phosphopeptide binding, red fluorescence polarization; Potency, µM (series often up to 76.9 µM), for the others: at the highest dose activity change, negative = inhibition, usual class: inhibitors; actives 0.03% (n = 75,000); note: % is set by controls: 0 for no effect and ±100 for the full control effect
# Target sequence (P38398 whole entry, looked up): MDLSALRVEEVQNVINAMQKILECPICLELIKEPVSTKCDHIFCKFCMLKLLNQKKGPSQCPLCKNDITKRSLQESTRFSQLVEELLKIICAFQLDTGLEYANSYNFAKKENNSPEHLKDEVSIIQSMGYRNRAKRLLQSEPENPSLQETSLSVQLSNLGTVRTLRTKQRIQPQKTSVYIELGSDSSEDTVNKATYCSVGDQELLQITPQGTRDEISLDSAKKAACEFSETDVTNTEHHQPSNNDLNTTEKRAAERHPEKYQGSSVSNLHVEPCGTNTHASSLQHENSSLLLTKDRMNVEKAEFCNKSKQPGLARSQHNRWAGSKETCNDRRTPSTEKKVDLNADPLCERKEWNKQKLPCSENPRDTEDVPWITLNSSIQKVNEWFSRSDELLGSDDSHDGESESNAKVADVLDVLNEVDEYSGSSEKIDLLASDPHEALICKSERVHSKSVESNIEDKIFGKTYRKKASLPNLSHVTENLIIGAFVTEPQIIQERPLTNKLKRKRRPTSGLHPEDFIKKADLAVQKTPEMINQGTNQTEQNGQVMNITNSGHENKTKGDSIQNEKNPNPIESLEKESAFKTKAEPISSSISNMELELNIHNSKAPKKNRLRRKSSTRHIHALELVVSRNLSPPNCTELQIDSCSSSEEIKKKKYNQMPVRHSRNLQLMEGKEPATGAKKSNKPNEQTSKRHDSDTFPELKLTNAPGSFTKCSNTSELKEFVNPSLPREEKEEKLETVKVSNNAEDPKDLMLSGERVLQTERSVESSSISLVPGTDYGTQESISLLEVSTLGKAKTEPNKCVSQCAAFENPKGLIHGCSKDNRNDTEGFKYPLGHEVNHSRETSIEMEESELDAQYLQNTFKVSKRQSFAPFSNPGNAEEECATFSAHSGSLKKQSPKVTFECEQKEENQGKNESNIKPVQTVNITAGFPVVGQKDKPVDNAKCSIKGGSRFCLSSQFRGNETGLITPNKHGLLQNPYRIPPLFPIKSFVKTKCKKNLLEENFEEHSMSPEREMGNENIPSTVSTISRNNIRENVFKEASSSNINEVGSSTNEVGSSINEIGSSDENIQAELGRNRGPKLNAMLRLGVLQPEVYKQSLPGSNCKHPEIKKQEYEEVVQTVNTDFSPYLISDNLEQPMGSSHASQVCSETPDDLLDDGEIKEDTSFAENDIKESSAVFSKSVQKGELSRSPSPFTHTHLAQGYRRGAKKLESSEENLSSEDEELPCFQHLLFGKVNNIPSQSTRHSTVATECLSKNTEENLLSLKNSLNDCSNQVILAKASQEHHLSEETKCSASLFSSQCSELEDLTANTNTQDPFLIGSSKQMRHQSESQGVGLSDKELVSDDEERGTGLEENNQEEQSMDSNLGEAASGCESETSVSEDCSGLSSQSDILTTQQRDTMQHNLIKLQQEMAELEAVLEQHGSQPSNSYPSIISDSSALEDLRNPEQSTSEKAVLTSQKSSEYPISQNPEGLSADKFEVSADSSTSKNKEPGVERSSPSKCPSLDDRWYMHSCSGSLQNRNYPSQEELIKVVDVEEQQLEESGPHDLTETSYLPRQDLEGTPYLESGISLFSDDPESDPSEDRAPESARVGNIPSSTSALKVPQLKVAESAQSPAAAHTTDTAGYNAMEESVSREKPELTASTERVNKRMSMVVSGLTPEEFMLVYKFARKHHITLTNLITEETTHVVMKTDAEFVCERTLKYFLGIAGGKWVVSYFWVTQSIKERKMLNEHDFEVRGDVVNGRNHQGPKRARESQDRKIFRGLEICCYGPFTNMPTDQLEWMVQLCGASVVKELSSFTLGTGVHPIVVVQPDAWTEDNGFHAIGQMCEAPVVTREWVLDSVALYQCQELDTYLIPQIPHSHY
#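 Rhodamine-labelled pBACH1 10-mer (100 nM) bound to BRCT domain (100 nM) at pH 7.3; compounds incubated 12 min room temperature, polarization read. Free peptide defines full inhibition; unlabelled decapeptide titrated as control.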
# USP2a inh: blocks human ubiquitin-specific protease USP2a | Potency, µM (doses to about 38.3 µM), for inactives: at the highest dose activity change, negative = inhibition, hits mostly inhibitors | AID 927 | actives 0.1% (n = 60,000) | O75604 | USP2a enzymatic assay, qHTS inhibition;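 note: potency is the fitted concentration of half-maximal effect; nearly all actives have a fitted effect of over 60% in size; plate controls were DMSO for no effect and NEM full inhibition control for full effect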
#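 Coupled readout: USP2-cleaved Ub-PLA2 (20nM final) turns over NBD C6-HPC (20uM final), Ex 460nm/Em 535nm after 2.5 h, time-zero read flagging artifacts. Enzyme (20nM final, pH 8.0 Tris) given 30 min RT with compound first; NEM defines full inhibition.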
# HEK293 cAMP ctrl: counter-screen for TSHR agonists: cAMP increase in parental HEK293; actives 2.5% (n = 73,000); parental HEK293 CNG cAMP sensor, membrane potential fluorescence; Potency, µM (highest dose often 57.1 µM), for inactives: top-dose activation, most hits filed as activators; AID 938; note: potency is the fitted concentration of half-maximal effect; % of control where 0% means no effect; nearly all actives have a fitted effect of over 55% in size
#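 Counterscreen for endogenous-receptor signalling: CNG-channel HEK 293 cells report cAMP rise by membrane depolarization. After 60 min dye equilibration with 100 uM RO 20-1724, compounds incubated 30 min before bottom-read fluorescence at 590 nm.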
# BRCT PPI green: inhibitors of human BRCA1 BRCT-phosphoprotein interaction (green fluorophore); P38398; actives 0.05% (n = 75,000); BRCA1 BRCT-phosphopeptide binding, green fluorescence polarization; Potency, µM (highest dose often 76.9 µM), for the others: at the top dose activity change, negative = inhibition, most hits filed as inhibitors; AID 875;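 note: potency is the fitted concentration of half-maximal effect; plate controls were peptide without protein for full effect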
#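 Compounds were incubated for 12 min at room temperature with a complex of 100 nM fluorescein-tagged pBACH1 decapeptide and 250 nM His-tagged BRCT protein. Buffer was phosphate pH 7.3 with EDTA, DTT and Tween 20. Disruption of binding lowers the polarization signal.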
# 4-MU autofl: 4-MU region autofluorescence; actives 11% (n = 59,000); max dye-equivalent concentration, M; compound autofluorescence, 340/450 nm, 4-MU equivalents; active compounds read high; in the data active = max dye-equivalent concentration above about 10 nM; inconclusive = mostly about 1.1 nM to 9.6 nM
#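 Compounds in 100 mM Tris, pH 8.0, incubated 15 min at room temperature, then fluorescence read at 340 nm excitation/450 nm emission. Signal converted to 4-MU dye-equivalent concentration using an on-plate six-point 4-MU standard curve.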
# * hit, by the source's call; i = inactive; ? = inconclusive; . = not tested or not shown; [ ] = another dose, or the depositor's remark. Unless noted, calls come from the whole dose curve; as a rule, active = well fitted curve in the direction sought with a large enough effect; inconclusive = small, poorly fitted or top-dose-only effect, or another doubt; inactive = no such curve, though single readings can be large; an effect the other way counts as inactive or inconclusive.
SMILES,Caspase-1 inhib,Casp7 inh,UbGFP stabilizer,A350 fluor,Epigenetic mod,Fluorescein autfl,BRCT PPI red,USP2a inh,HEK293 cAMP ctrl,BRCT PPI green,4-MU autofl
O=C(Nc1ccccc1)N1CCC2(CC1)CCN(C(=O)c1ccncc1)CC2,-9%,-6%,-11%,i,2%[9.22 µM],i,0.4%,-6%,?,-0.8%,i
C[C@@]12CC[C@H]3[C@H](CC=C4C[C@@H](O)CC[C@@]43C)[C@@H]1CC[C@@H]2N(CCO)CCO,-2%[11.5 µM],-2%[11.5 µM],-8%[9.17 µM],i,2%[9.22 µM],i,0.7%[15.4 µM],.,-12%[11.4 µM],0.0%[15.4 µM],i
O=C(CSc1ncn[nH]1)Nc1nc(-c2ccccc2)ns1,-18%,-20%,-4%,?,6%,i,0.3%,5%,29%,0.1%,?
O=C(CCCn1c(=S)[nH]c2cc3c(cc2c1=O)OCO3)N1CCN(c2ccc(F)cc2)CC1,-5%,-4%,1%,?,-2%,i,-1.6%,31%[activator],20%,-3.5%,?
Cc1ccc2c(c1)N(CCC(=O)NC1CC1)C(=O)C(C)O2 (stereo not drawn),-2%,1%,6%,i,1%,i,-0.4%,-4%,9%,-1.6%,i
Nc1nc(N)c(N=Nc2ccc(C(=O)O)c(O)c2)c(N)n1,-5%[11.5 µM],-3%[11.5 µM],-5%[9.17 µM],?,-2%[9.22 µM],1.4e-08M*,-2.5%[15.4 µM],.,11%[11.4 µM],-4.0%[15.4 µM],?
CN(C)C(=O)c1ccc(-c2nc(Nc3ccccc3)c3ccccc3n2)cc1,-7%,-9%,3%,?,11%[9.22 µM],i,2.0%,217%[activator],14%,0.1%,?
O=C(Nc1ccccc1)N(CCc1nc2ccccc2[nH]1)C1CCCC1,0%,1%,6%,i,3%,i,-2.9%,.,26%,0.2%,i
CC1CC(=O)c2cnc(NCC3CCCO3)nc2C1 (stereo not drawn),1%,-2%,-9%,i,-2%,?,0.8%,1%,5%,1.0%,i
O=C(c1ccccc1)c1ccncc1,0%,0%,13%,i,0%,i,-1.2%,5%,5%,-1.9%,i
CCNC(=O)c1ccc(NS(=O)(=O)c2ccccc2)cc1,-2%,-5%,0%,1e-08M*,2%,?,0.5%,-7%,2%,-2.6%,?
O=C(O)C1C2C=CC(C2)C1C(=O)NCCc1ccncc1 (stereo not drawn),-2%,-3%,-1%,i,-1%,i,0.7%,-1%,1%,-1.1%,i
c1ccc(CC2CCN(c3nnnn3-c3ccccc3)CC2)cc1,-3%,-8%,3%,i,0%,?,2.4%,-1%,?,1.6%,i
O=C(NC12CC3CC(CC(C3)C1)C2)c1ccc(S(=O)(=O)N2CCOCC2)cc1,1%,-2%,6%,.,4%,.,1.7%,10%,7%,-1.9%,.
CCOc1ccc(CCNS(=O)(=O)c2cccc3nsnc23)cc1OCC,1%,1%,-5%,i,-3%,i,1.1%,6%,18%,0.5%,i
Cc1cccc(C)c1NC(=O)C(c1ccccc1)N1CCC2(CC1)OCCO2 (stereo not drawn),-1%,1%,0%,i,8%,i,0.2%,7%,13%,-1.2%,i
CN(C)C(=O)c1ccc(-c2ccc3ncnc(NCc4cccnc4)c3c2)cc1,0%,0%,-6%,i,0%[9.22 µM],i,-1.1%,9%,0%,4.0%,i
CCOc1cc(CN2CCSCC2)ccc1O,0%,1%,-9%[9.17 µM],.,-2%,.,0.7%,-2%[7.66 µM],0.032µM*,0.9%,.
COC(=O)c1c(NC(=O)CN2CCC(C(N)=O)CC2)c2c(C)cccc2n1C,-3%,-1%,1%,?,0%,i,-1.0%,29%,8%,-1.6%,?
O=C(N[C@@H](c1ccccc1)[C@@H]1C[C@H]1C(=O)NCc1ccccn1)OCc1ccccc1,5%,0%,.,.,.,.,-1.0%,.,12%,-1.9%,.
COc1ccc(C2Sc3ccccc3N(CCN(C)C)C(=O)C2OC(C)=O)cc1 (stereo not drawn),-1%,4%,.,.,.,.,0.3%,48%[activator],.,0.5%[3.08 µM],.
c1ccc(-c2nc3ccccc3s2)nc1,-1%,-2%,-2%,?,-1%,i,-2.4%,-3%,3%,-0.7%,?
Cn1c(=O)c2c(SCC(=O)N3CCCc4ccccc43)nc(CC(C)(C)C)nc2n(C)c1=O,-1%,1%,12%,.,.,.,-1.7%,.,3%,0.0%,.
CC(=O)N1[C@H](C)C=C[C@]1(Cc1ccccc1)C(=O)NCc1ccccn1,1%,-1%,.,.,.,.,-0.8%,.,8%,-3.3%,.
Cc1ccc(CN2CCN(CC(=O)NCc3ccc(Cl)cc3)C2=O)cc1,-1%,1%,6%,i,4%,i,1.6%,3%,24%,0.5%,i
COc1ccc(OC)c(C2CC(=O)C3=C(C2)NC(=O)CC3c2ccc(O)c(OC)c2)c1 (stereo not drawn),-1%,0%,-1%,i,9%,?,-0.3%,32%[activator],5%,-1.6%,i
COCC(=O)N1CCC2(CCCN(Cc3cc(C(F)(F)F)cc(C(F)(F)F)c3)C2)CC1,-3%,-3%,-7%,i,7%[9.22 µM],i,-0.3%,88%[activator],2%,4.6%,i
COc1ccc(CN(C)CCc2ccccn2)cc1OC,1%,10%,2%,i,1%,?,2.0%,-6%,4%,0.0%,i
COc1ccc(NC(=O)CN(C2CCCCC2)S(C)(=O)=O)cc1OC,3%,0%,-10%,i,3%,i,2.6%,5%,0%,-0.4%,i
COc1ccc(C(c2sc3ncnn3c2O)N2CC(C)OC(C)C2)cc1OC (stereo not drawn),0%,0%,6%,.,.,.,-0.2%,.,0%,0.3%,.
Cc1ccc(N(CC(=O)N2CCN(c3ccc(F)cc3)CC2)S(=O)(=O)c2c(C)nn(C)c2C)cc1,1%,-1%,6%,.,.,.,0.2%,.,-3%,-1.9%,.
CCC(Oc1ccccc1)C(=O)Nc1ccc(-c2nnc(-c3ccco3)o2)cc1 (stereo not drawn),-4%,-6%,7%,i,0%,i,1.8%,35%[activator],26%,7.1%,i
CC(O)c1cccc(NC2=CC(=O)CC(C)(C)C2)c1 (stereo not drawn),0%,-1%,-2%,4.7e-08M*,-3%,i,-0.6%,2%,1%,-0.6%,4.1e-08M*
COc1ccc(S(=O)(=O)N2CCC(C(=O)N3CCN(c4ccccc4OC)CC3)CC2)cc1,-4%,-1%,-8%,.,-2%,.,-1.9%,22%,1%,-2.4%,.
Cc1cccc(-c2nsc(SCC(=O)Nc3nccs3)n2)c1,4%,-1%,-11%,i,-1%,i,2.1%,10%,2%,-4.8%,i
CCOc1ccccc1C(=O)Nc1ccccc1O,-4%,3%,1%,i,0%,?,0.0%,-3%,-9%,-1.1%,i
CCCCCO,-2%,1%,.,.,.,.,-0.4%,.,3%,0.6%,.
Cn1c(=O)c2c(nc(Br)n2CCSc2nnnn2-c2ccccc2)n(C)c1=O,0%,-3%,.,i,0%,i,-1.2%,4%,1%,0.1%,i
CCOC(=O)C1CCN(S(=O)(=O)Cc2ccc(Cl)cc2)CC1,0%,-1%,7%,i,3%,i,-0.4%,6%,13%,-0.3%,i
Cc1cc(=O)[nH]c2cc3oc4ccccc4c3cc12,2%[11.5 µM],1%[11.5 µM],6%[9.17 µM],2.7e-08M*,0%[9.22 µM],i,-0.1%[15.4 µM],.,4%[11.4 µM],0.2%[15.4 µM],2.9e-08M*
Cn1cc(SCC(=O)NCc2ccc3c(c2)OCO3)c2ccccc21,-4%,1%,7%,.,.,.,0.8%,.,-1%,-0.7%,.
O=C(NCc1ccco1)C(c1cccs1)N(C(=O)C1COc2ccccc2O1)c1cccc(O)c1 (stereo not drawn),-3%,-1%,2%,i,-3%,i,0.0%,37%[activator],21%,-2.3%,i
CC1CCC2C(=O)OC(CN3C(=O)c4ccccc4C3=O)CN2C1c1ccc(Br)cc1 (stereo not drawn),0%[11.5 µM],-1%[11.5 µM],.,.,.,.,1.7%[15.4 µM],.,22%[11.4 µM],1.4%[15.4 µM],.
COCCN(CCOC)C(=O)c1cc2sc3ccccc3c2s1,0%,-1%,4%,i,1%,i,0.2%,3%,?,-1.7%,i
C=C(C)C1CC=C(CN2CCC(C(=O)OCC)CC2)CC1 (stereo not drawn),-3%,-1%,-15%,.,2%,.,1.5%,-20%,?,-0.4%,.
N#Cc1c(NC(=O)CSC2=NCCS2)sc2c1CCCC2,-7%,-3%,6%,i,0%,i,1.0%,34%[activator],?,1.8%,i
O=C(O)CSc1ccc(N=C=S)cc1,1%[11.5 µM],0%[11.5 µM],1%[9.17 µM],i,0%[9.22 µM],i,-1.4%[15.4 µM],.,-6%[11.4 µM],0.9%[15.4 µM],i

# 2 records drawn at random from those above, as already listed:
SMILES,Caspase-1 inhib,Casp7 inh,UbGFP stabilizer,A350 fluor,Epigenetic mod,Fluorescein autfl,BRCT PPI red,USP2a inh,HEK293 cAMP ctrl,BRCT PPI green,4-MU autofl
COCCN(CCOC)C(=O)c1cc2sc3ccccc3c2s1,0%,-1%,4%,i,1%,i,0.2%,3%,?,-1.7%,i
c1ccc(CC2CCN(c3nnnn3-c3ccccc3)CC2)cc1,-3%,-8%,3%,i,0%,?,2.4%,-1%,?,1.6%,i

# This is a subset. The share of hits here may be higher or lower than overall.
